Menin MLL FP TR: qHTS Assay for Inhibitors Targeting the Menin-MLL Interaction in MLL Related Leukemias: Competition With Texas Red Labeled MLL-derived Mutant Peptide | O00255 | Menin + Texas Red MLL mutant peptide, fluorescence polarization | Potency, µM (top dose mostly 61.6 µM), without a hit: at the highest dose FP activity change, negative = inhibition, usual class: inhibitors | 270,000 compounds, 0.23% hits | AID 1768, 2009; active = well fitted inhibition curve with a large enough effect in the polarisation, with a control signal flat, not every such curve was filed as active; inconclusive = small, poorly fitted or top-dose-only effect, or effect the other way, or a change in a side signal; inactive = no such curve, though single readings can be large or run the other way; the % refers to the polarisation; note: potency is the fitted concentration of half-maximal effect; % of control where 0% means no effect; many of its hits are not listed in these tables
KCNH2 3.1 block: qHTS for Inhibitors of KCHN2 3.1: Mutant qHTS | Potassium voltage-gated channel subfamily H member 2, brain isoform KCNH2 3.1 (human) | U2OS KCNH2 3.1, thallium flux FluxOr; stronger effect = lower value | activity change, % (tested at about 1.8 µM) | 340,000 compounds, 0.95% hits;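 active = maximum activity change below -70%; inconclusive = maximum activity change from -70% to -50%; inactive = maximum activity change above -50%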;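 note: thallium influx rate constant from kinetic fluorescence after stimulation buffer; % is set by controls: 0 for no effect and ±100 for the full control effect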
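Thallium flux via FluxOr fluorescence (Red40 quencher, 45 min loading) in U2OS cells virally expressing the KCNH2 3.1 isoform (1.77 x 10^8 /mL virus, overnight at 37 C). Rate constants from 2-min kinetic reads post-stimulation, normalised to positive and negative controls.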
Mito fusion yeast: qHTS Assay for Small Molecule Inhibitors of Mitochondrial Division or Activators of Mitochondrial Fusion | S. cerevisiae fusion-defective mutant growth rescue, CellTiterGlo 48 h | Potency, µM (top dose mostly 46.1 µM), without a hit: top-dose growth rescue (activation), usual class: activators | 320,000 compounds, 0.23% hits | AID 485298, 2010;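 note: potency is the fitted concentration of half-maximal effect; % of control where 0% means no effect; nearly all actives have a fitted effect of over 45% in size; temperature-sensitive fusion mutants such as fzo1-1 at 37 °C on non-fermentable ethanol glycerol medium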
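Read-out: ATP-based luminescence (CellTiterGlo, 10 min ambient) reporting growth of fusion-defective ts yeast after 48 hours at 37C on glycerol/ethanol YPEG medium in the presence of compound.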
Rab9 prom act: qHTS Assay for Rab9 Promoter Activators; 320,000 compounds, 2.8% hits; AID 485297, 2010; Huh7 Rab9 promoter-luciferase reporter, luminescence, 24 h; Potency, µM (highest dose often 9.22 µM), without a hit: top-dose activation, negative = inhibition, actives largely listed as activators; note: potency is the fitted concentration of half-maximal effect; % of control where 0% means no effect; nearly all actives have a fitted effect of over 60% in size
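Using Huh7 cells stably transfected with Rab9 promoter–luciferase, compounds were incubated 24 h at 37 °C, 5% CO2; luciferase luminescence was read 10 min after reagent addition.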
NPC1 prom act: qHTS Assay for NPC1 Promoter Activators | Potency, µM (doses to about 9.22 µM), inactives show top-dose activation, most hits filed as activators | AID 485313, 2010 | Huh7 NPC1 promoter luciferase reporter, 24 h | 320,000 compounds, 2.4% hits;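 note: potency is the fitted concentration of half-maximal effect; % of control where 0% means no effect; nearly all actives have a fitted effect of over 60% in size; reporter is driven by a mutant NPC1 promoter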
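Huh7 reporter cells (NPC1 promoter driving luciferase) are dosed with compound for 24 h at 37 °C, 5% CO2; luciferase detection reagent is then added and luminescence measured after 10 min at ambient temperature.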
PKM2 act: qHTS Assay for Activators of Human Muscle isoform 2 Pyruvate Kinase. Pyruvate kinase PKM (Homo sapiens), P14618. purified PKM2, Kinase-Glo ATP luminescence, activation; response scale: 0% is enzyme alone, no compound. Potency, µM (titrated, usually from 57.5 µM), for the others: at the top dose activation, actives largely listed as activators. 260,000 compounds, 0.34% hits; note: potency is the fitted concentration of half-maximal effect; % is set by controls: 0 for no effect and ±100 for the full control effect; nearly all actives have a fitted effect of over 55% in size
Target sequence (P14618 whole entry, looked up, canonical isoform): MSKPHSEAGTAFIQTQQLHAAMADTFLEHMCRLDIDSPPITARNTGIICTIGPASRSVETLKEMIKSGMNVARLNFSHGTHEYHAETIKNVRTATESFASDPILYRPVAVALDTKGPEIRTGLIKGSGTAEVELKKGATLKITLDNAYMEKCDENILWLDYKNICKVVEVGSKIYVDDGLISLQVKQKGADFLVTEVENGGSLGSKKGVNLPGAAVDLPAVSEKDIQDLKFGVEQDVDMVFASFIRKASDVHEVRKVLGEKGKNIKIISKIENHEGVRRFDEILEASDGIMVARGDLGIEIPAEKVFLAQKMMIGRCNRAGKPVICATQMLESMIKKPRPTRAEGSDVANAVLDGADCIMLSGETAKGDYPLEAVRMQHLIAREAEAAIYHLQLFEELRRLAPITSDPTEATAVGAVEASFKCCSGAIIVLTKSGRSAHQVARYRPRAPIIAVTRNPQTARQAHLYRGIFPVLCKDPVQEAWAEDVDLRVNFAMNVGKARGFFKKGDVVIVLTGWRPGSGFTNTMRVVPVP
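Purified hPK-M2 (>95%) run at intermediate activity with 0.1 mM ADP and 0.5 mM PEP in 50 mM imidazole pH 7.2, KCl, MgCl2; 1 h room temperature. ATP formed read by Kinase-Glo luminescence; normalized to uninhibited and no-enzyme controls.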
ELG1 repair inh: qHTS screen for small molecules that inhibit ELG1-dependent DNA repair in human embryonic kidney (HEK293T) cells expressing luciferase-tagged ELG1; HEK293T ELG1-luciferase reporter, luminescence, 16 h; DNA damage induced by 5-fluorouridine; Potency, µM (top dose mostly 46.1 µM), without a hit: top-dose activity change, negative = inhibition, actives largely listed as inhibitors; 330,000 compounds, 2.3% hits; AID 504467, 2011; note: potency is the fitted concentration of half-maximal effect; % is set by controls: 0 for no effect and ±100 for the full control effect; nearly all actives have a fitted effect of over 55% in size
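Cells (2,000 per well) received 5-fluorouridine plus test compound or DMSO and were incubated 16 hr at 37 °C, 5% CO2. Luciferase activity was read by luminescence 30 min after ONE-Glo addition; signal suppression marked inhibition of damage-induced ELG1 function.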
RORg inh: qHTS for inhibitors of ROR gamma transcriptional activity; Nuclear receptor ROR-gamma (Mus musculus), P51450; Drosophila S2 Gal4-RORgamma UAS-luciferase reporter, 20 h; Potency, µM (highest dose often 53.6 µM), inactives show at the top dose activity change, negative = inhibition, hits mostly inhibitors; 310,000 compounds, 5.4% hits; note: potency is the fitted concentration of half-maximal effect; % is set by controls: 0 for no effect and ±100 for the full control effect; nearly all actives have a fitted effect of over 60% in size
Target sequence (P51450 whole entry, looked up, the tested form may be a part): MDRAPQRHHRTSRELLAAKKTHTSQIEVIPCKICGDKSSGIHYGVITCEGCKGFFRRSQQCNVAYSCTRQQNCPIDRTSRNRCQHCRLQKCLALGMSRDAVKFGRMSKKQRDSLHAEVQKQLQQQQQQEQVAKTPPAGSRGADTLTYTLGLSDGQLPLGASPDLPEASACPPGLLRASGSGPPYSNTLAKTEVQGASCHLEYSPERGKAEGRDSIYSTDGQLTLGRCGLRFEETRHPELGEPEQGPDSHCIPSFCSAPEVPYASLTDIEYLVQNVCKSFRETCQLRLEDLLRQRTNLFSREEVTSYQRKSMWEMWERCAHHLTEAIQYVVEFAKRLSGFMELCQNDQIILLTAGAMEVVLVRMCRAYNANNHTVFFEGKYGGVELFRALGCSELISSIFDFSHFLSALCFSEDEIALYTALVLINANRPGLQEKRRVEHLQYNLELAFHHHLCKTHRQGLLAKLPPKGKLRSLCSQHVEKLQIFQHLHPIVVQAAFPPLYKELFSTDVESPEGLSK
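Using a luciferase readout, inhibitors were identified by reduced reporter activity in Drosophila cells coexpressing a copper-inducible Gal4–ROR gamma fusion and UAS-driven Photinus luciferase, incubated 20 hr after 700 uM copper sulfate.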
MBNL1-CUG inh: qHTS Assay for Inhibitors of MBNL1-poly(CUG) RNA binding | 280,000 compounds, 0.036% hits | Potency, µM (series often up to 57.5 µM), for inactives: top-dose activity change, negative = inhibition, actives largely listed as inhibitors | TR-FRET MBNL1-His/biotin-(CUG)12 binding, 665/545 ratio; active = well fitted inhibition curve with a large enough effect in the signal ratio, with a control signal flat, not every such curve was filed as active; inconclusive = small, poorly fitted or top-dose-only effect, or effect the other way, or a change in a side signal; inactive = no such curve, though single readings can be large or run the other way; the % refers to the signal ratio; note: potency is the fitted concentration of half-maximal effect; % is set by controls: 0 for no effect and ±100 for the full control effect
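MBNL1-His + Biotin-(CUG)12, cpd titration 92 nM–58 uM; Tb anti-His Ab 0.055 ng/ul, SA-XL665 5 nM (final); 60 min RT; ratiometric 665/545 nm, Ex 340 nm; normalized to buffer and full-complex controls.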
FLuc counter: qHTS profiling assay for firefly luciferase inhibitor/activator using purifed enzyme and Km concentrations of substrates (counterscreen for miR-21 project); Potency, µM (titrated, usually from 57.5 µM), for the others: at the top dose activity change, negative = inhibition, most hits filed as inhibitors; 360,000 compounds, 6.9% hits; purified FLuc, Km substrates, luminescence inhibition; Luciferin 4-monooxygenase (Photinus pyralis), P08659;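 note: potency is the fitted concentration of half-maximal effect; plate controls were vehicle for no effect and reference inhibitor for full effect; nearly all actives have a fitted effect of over 55% in size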
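Purified P. pyralis luciferase (10nM final) with 10uM D-luciferin and 10uM ATP (Km levels) in 50mM Tris acetate pH 7.5, 10mM Mg acetate, 0.01% Tween-20, 0.05% BSA; qHTS 6-point titration, ~60 µM downward; luminescence read.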
Gal4-VP16 FLuc: VP16 counterscreen qHTS for inhibitors of ROR gamma transcriptional activity | 310,000 compounds, 3.5% hits | Drosophila S2 Gal4-VP16 UAS-luciferase, luminescence, 20 h | Potency, µM (highest dose often 53.6 µM), for inactives: at the highest dose activity, negative = inhibition, actives largely listed as inhibitors;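 note: Gal4-VP16 expression switched on by copper sulfate through the metallothionein promoter; potency is the fitted concentration of half-maximal effect; % is set by controls: 0 for no effect and ±100 for the full control effect; nearly all actives have a fitted effect of over 50% in size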
Numbers without * were called inactive; u = inconclusive; x = not tested or not shown; [ ] = another dose, or the depositor's remark. Unless noted, calls come from the whole dose curve; as a rule, active = well fitted curve in the direction sought with a large enough effect; inconclusive = small, poorly fitted or top-dose-only effect, or another doubt; inactive = no such curve, though single readings can be large; an effect the other way counts as inactive or inconclusive.

SMILES | Menin MLL FP TR | KCNH2 3.1 block | Mito fusion yeast | Rab9 prom act | NPC1 prom act | PKM2 act | ELG1 repair inh | RORg inh | MBNL1-CUG inh | FLuc counter | Gal4-VP16 FLuc
CCc1cc2c(=O)nc3n(c2s1)Cc1ccccc1/C3=C(/O)c1cccc([N+](=O)[O-])c1 | 2% | 3 | 0% | -7% | -3% | 7% | 2% | 45% | 22% | u | 0%
CC(=O)N1CCN(c2ccc(C(N)=O)cc2[N+](=O)[O-])CC1 | -2% | -9 | -1% | -1% | -2% | -13% | 4% | -14% | u | 0% | -8%
Cn1c(=O)c2c(nc(SCC(=O)NCc3ccc4c(c3)OCO4)n2Cc2ccc(Cl)cc2)n(C)c1=O | u | 2 | 1% | -5% | 1% | 1% | u | -18% | 0% | 1% | 7%
CC1(C)OC(=O)C(=CNc2ccccc2)C(=O)O1 | 9% | -17 | -1% | 0% | -3% | 1% | 0% | 13% | -6% | u | -3%
O=C(COC(=O)c1ccc(S(=O)(=O)N2CCCC2)cc1)Nc1ccccc1 | x | 9 | 5% | -4% | 5% | x | 10% | x | x | x | x
CC(=O)Nc1ccc(S(=O)(=O)NCC(=O)NNC(=O)c2csc(N3CCOCC3)n2)cc1 | x | 12 | -5% | -4% | -2% | x | 11% | x | x | 3% | x
COc1cc(NC(=O)CSc2ccccc2)c(C(=O)O)cc1OC | 22% | -2 | 0% | -1% | 0% | -7% | 13% | 12% | -25% | 1% | 2%
O=C(Nc1ccon1)c1nc[nH]c1C(=O)N1CCc2ccccc2C1 | x | 9 | -8% | -2% | -1% | x | 6% | x | x | 4% | x
CCCOc1ccc(CN(CCC#N)C(=S)NC(=O)c2ccccc2)cc1 | -9% | -7 | 12% | -10% | 0% | -4% | u | 0.32µM* | -16% | -1% | 0.56µM*
O=C(Nc1ccc(NC(=O)c2cccs2)cc1)c1ccc2c(c1)OCO2 | x | 7 | -6% | -9% | -9% | 1% | u | 20% | 10% | 2% | -10%
Cc1c(N=C2N=C(NC(=O)NC(C)(C)C)c3ccccc32)c(=O)n(-c2ccccc2)n1C | -11% | 10 | 5% | -4% | -1% | -1% | u | 11% | 0% | -7% | 5%
O=C(N/N=C/c1ccc(Br)cc1)c1ccc(F)cc1 | 16% | -10 | -11% | 24% | u | -1% | u | u | 1% | 6µM* | u
COc1ccc(OC)c(N2C(=O)CCCC2=O)c1 | -6% | 17 | 1% | -1% | -5% | 2%[11.5 µM] | -5% | 11µM* | -6% | 1% | 2%
COc1ccc(-n2c(SCC#N)nc3c(sc(=S)n3-c3ccccc3)c2=O)c(OC)c1 | u | 4 | 30% | -5% | 1% | x | -1% | 32% | 5% | u | 4%
CC1CC(C)CN(c2ncc3c(n2)CC(c2ccccc2)CC3=O)C1 (stereo unspecified) | 2% | -6 | u | -1% | 0% | 10% | -23% | -41%[10 µM] | -5% | -1% | -3%
CCc1ccc(-c2csc(NC(=O)C3CCCO3)c2C(=O)OC(C)C)cc1 (stereo unspecified) | -26% | 8 | -12% | 0% | -1% | -1% | -3% | 40% | 1% | 2% | -11%
O=C(Nc1ccc(F)cc1)C1(S(=O)(=O)c2ccc(Cl)cc2)CC1 | 17% | 12 | -3% | -3% | -4% | 0% | 7% | -1% | -7% | -1% | -1%
CCOC(=O)C1=C(COC(=O)Cc2ccccc2)NC(=O)NC1C (stereo unspecified) | x | 26 | 3% | 2% | 0% | 2% | 15% | -18% | -2% | 2% | -3%
O=C(Cc1cc(=O)oc2cc(O)ccc12)N[C@@H](Cc1c[nH]c2ccccc12)C(=O)O | 18% | -8 | -2% | 6% | 0% | x | 8% | -10% | 3% | 3% | 6%
CN(Cc1ccccc1)C(=O)c1cc2cc(F)ccc2[nH]1 | 0% | -16 | 19% | -1% | 0% | x | 8% | 43% | 16% | -24% | 0%
CCN(CC)CCN1C(=O)C(=O)/C(=C(/O)c2ccc(C)cc2)C1c1ccncc1 (stereo unspecified) | 17% | x | 1% | 1% | -3% | -12% | 9% | 13% | 2% | -1% | -4%
Cc1cc(Cl)ccc1OC(C)C(=O)NN1C(=O)c2ccccc2C1=O (stereo unspecified) | 12% | 19 | -4% | -3% | -1% | x | u | 0% | -3% | 1% | -24%
Cc1noc(C)c1COc1ccc(C(=O)NCc2ccccn2)cc1 | -24% | x | 0% | 4% | -3% | 2% | u | -10% | -9% | 0% | 19%
COc1ccc(S(=O)(=O)N(C)C)cc1NC(=O)c1ccc2c(c1)NC(=O)C(C)S2 (stereo unspecified) | x | 6 | -7% | -9% | -2% | x | -30% | x | x | 0% | x
COc1ccc(C(CNC(=O)COc2ccc(Cl)c(C)c2)N2CCCCC2)cc1 (stereo unspecified) | -26% | -40 | -10% | -3% | -4% | 8%[0.46 µM] | 2% | -13% | -10% | 3% | -1%
Nc1c(-c2nn[nH]n2)cnn1-c1cc(Cl)cc(Cl)c1 | x | -6 | 0% | 0% | -7% | -1% | u | 6% | 1% | -18% | 6%
CCCn1c(C(C)Nc2nc(-c3ccc(Cl)c([N+](=O)[O-])c3)cs2)nc2ccccc21 (stereo unspecified) | u | -3 | 7% | 0% | -3% | 0% | 4% | 13µM* | 5% | 0% | u
Cc1cc([N+](=O)[O-])ccc1NC(=O)CN1C2CCC1CC(NC(=O)NC13CC4CC(CC(C4)C1)C3)C2 (stereo unspecified) | 7% | u | 1% | -43%[inhibitor] | -25% | -10% | u | u | 19% | 3% | u
O=C(O)CC(C(=O)OCCOc1ccccc1)N1CCOCC1 (stereo unspecified) | -2% | 15 | -1% | -3% | 1% | 6% | 12% | 17% | 8% | 5% | 9%
COC(=O)c1ccc2ncccc2c1 | 2% | -1 | -7% | 0% | 12% | 0% | u | -42% | 11% | u | 14%
CCOc1ccccc1C(=O)NCc1ccc2c(c1)OCO2 | 5% | -3 | 12% | -2% | -3% | 5% | 1% | -11% | 5% | -10% | 17%

Fetched by structure from the entries so far (three):
SMILES | Menin MLL FP TR | KCNH2 3.1 block | Mito fusion yeast | Rab9 prom act | NPC1 prom act | PKM2 act | ELG1 repair inh | RORg inh | MBNL1-CUG inh | FLuc counter | Gal4-VP16 FLuc
CCOc1ccccc1C(=O)NCc1ccc2c(c1)OCO2 | 5% | -3 | 12% | -2% | -3% | 5% | 1% | -11% | 5% | -10% | 17%
Cc1cc([N+](=O)[O-])ccc1NC(=O)CN1C2CCC1CC(NC(=O)NC13CC4CC(CC(C4)C1)C3)C2 (stereo unspecified) | 7% | u | 1% | -43%[inhibitor] | -25% | -10% | u | u | 19% | 3% | u
CCCn1c(C(C)Nc2nc(-c3ccc(Cl)c([N+](=O)[O-])c3)cs2)nc2ccccc21 (stereo unspecified) | u | -3 | 7% | 0% | -3% | 0% | 4% | 13µM* | 5% | 0% | u

These rows are one share of the data; rates above refer to the full screens.
